# IL-2 act: activators of IL-2. IL-2 activation reporter assay, cell-based qHTS; stimulated with anti-CD3/CD4/CD28 beads; in transgenic mouse T cells. activation, % (series mostly up to about 46 µM). 360,000 compounds, 0.065% hits. AID 652025; in the data active = activation above about 50%; inconclusive = mostly about 30% to 49%; also: 0% is about no effect
#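 EGFP and DsRed fluorescence is measured by plate cytometry in unstimulated transgenic mouse T cells exposed to compound for 60 minutes, then stimulated 18 hours at 37 degrees C with anti-CD3/anti-CD4 beads plus anti-CD28.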
# PLK1 PBD block: inhibitors of human PLK1 polo-box domain binding; P53350; Plk1 PBD binding of FITC phosphopeptide, fluorescence polarization; Potency, µM, for the others: max response, negative = inhibition, usual class: inhibitors; 360,000 compounds, 2.8% hits; also: potency is read from the fitted curve at half-maximal effect; series mostly up to about 57 µM; % is scaled to controls: 0 for no effect and ±100 for the full control effect; nearly all actives have a fitted effect of over 65% in size
# GLP-1R inv ag: inverse agonists of human GLP-1 receptor; HEK293 GLP-1R CRE-luciferase, luminescence, 24 h; GLP-1R form is constitutively active; 410,000 compounds, 1.6% hits; Potency, µM (doses to about 38.3 µM), for the others: top-dose activity change, negative = inhibition, usual class: inhibitors; P43220; also: potency is read from the fitted curve at half-maximal effect; % is scaled to controls: 0 for no effect and ±100 for the full control effect; nearly all actives have a fitted effect of over 55% in size
# Target sequence (P43220 whole entry, looked up): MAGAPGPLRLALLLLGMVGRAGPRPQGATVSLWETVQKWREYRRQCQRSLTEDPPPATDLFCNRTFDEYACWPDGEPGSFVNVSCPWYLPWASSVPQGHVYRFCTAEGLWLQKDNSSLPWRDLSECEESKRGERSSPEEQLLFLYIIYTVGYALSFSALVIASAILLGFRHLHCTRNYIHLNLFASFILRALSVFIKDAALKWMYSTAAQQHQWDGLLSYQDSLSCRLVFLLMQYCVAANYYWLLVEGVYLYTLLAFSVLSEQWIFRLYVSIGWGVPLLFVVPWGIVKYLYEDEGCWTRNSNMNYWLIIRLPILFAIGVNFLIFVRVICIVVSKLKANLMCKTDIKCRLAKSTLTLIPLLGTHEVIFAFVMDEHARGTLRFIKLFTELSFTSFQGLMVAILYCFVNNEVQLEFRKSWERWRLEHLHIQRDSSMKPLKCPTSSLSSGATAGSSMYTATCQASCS
#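 Cells are plated, allowed 12 hours at 37 deg C, then treated with compounds for 24 hr before luciferase detection reagent is added and luminescence is read after 12 min at room temperature. The HEK293 line carries constitutively active GLP-1R with a cAMP-responsive reporter.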
# PTHR1 agonist: PTHR1 (human) receptor agonism | HEK293 GP2 PTHR1 cells, GloSensor cAMP luminescence, 1 h | Potency, µM (highest dose often 115 µM), for inactives: top-dose activation, hits mostly activators | 410,000 compounds, 0.075% hits; also: potency is read from the fitted curve at half-maximal effect; nearly all actives have a fitted effect of over 55% in size; some results filed as inactive show a strong effect at the top dose; inactives centre near -15; many of its hits are not listed in these tables
# Target sequence (Q03431 whole entry, looked up): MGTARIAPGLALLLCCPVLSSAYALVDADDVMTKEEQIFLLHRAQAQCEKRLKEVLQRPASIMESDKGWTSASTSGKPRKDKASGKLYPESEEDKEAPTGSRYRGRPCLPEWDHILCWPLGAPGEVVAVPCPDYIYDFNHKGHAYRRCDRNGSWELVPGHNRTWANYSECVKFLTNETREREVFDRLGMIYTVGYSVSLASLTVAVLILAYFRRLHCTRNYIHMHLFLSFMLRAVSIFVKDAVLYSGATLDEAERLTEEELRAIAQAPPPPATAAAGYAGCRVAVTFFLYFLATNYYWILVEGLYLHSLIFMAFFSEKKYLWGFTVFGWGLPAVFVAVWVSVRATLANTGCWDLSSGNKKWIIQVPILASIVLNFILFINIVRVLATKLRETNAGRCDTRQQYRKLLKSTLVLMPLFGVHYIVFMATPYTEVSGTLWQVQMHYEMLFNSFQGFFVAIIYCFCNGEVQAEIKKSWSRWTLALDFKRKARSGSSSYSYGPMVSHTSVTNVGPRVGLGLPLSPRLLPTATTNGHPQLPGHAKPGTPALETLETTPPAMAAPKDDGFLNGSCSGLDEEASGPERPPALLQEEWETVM
#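 HEK-293-derived GP2 cells expressing PTHR1 and a GloSensor cAMP reporter, 3,000/well, plated overnight, given luciferin plus IBMX (each 0.5 mM as added) for 1 h at 37 °C, then compound for 1 h at 37 °C. Luminescence was read after 15 min at room temperature.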
# PI5P4K alpha inh: inhibitors of human PI5P4K alpha | P48426 | PI5P4Kalpha enzyme, ADP-Glo luminescence, 60 min; stronger effect = lower value | max response, % | 330,000 compounds, 1.2% hits; active = max response of -50% or lower; inconclusive = between -30% and -50%; inactive = -30% or higher; also: value at the top dose of about 77 µM; % is scaled to controls: 0 for no effect and ±100 for the full control effect
#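 Single end-point luminescence (ADP-Glo) quantified ADP from PI5P4Kalpha turnover; ATP 5 microM final, 1 h at RT, 0.1% CHAPS and 0.28 mM EGTA in HEPES pH 7.4.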
# GLP1R cytotox: cytotoxicity counter-screen for GLP-1 receptor inverse agonists. HEK293 cAMP-luciferase reporter cells, luminescence, 24 h. Potency, µM (top dose mostly 38.3 µM), without a hit: at the highest dose activity change, negative = inhibition, most hits filed as inhibitors. 410,000 compounds, 0.13% hits;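 also: loss of luciferase light is scored as toxicity; potency is read from the fitted curve at half-maximal effect; % is scaled to controls: 0 for no effect and ±100 for the full control effect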
#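 1536-well qHTS counterscreen of the MLSMR; 200 cells/uL, 12 h pre-incubation, 23 nL cpd, 24 h at 37 deg C 5% CO2, luciferase detection reagent, 12 min RT, luminescence. Inhibition = undesired.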
# EPAC1 ag: activates human EPAC1 exchange factor; O95398; EPAC1 agonist qHTS, biochemical assay; response scale: 100% = response to 6.5 mM cAMP; Potency, µM (top dose mostly 154 µM), for the others: top-dose activation, most hits filed as activators; 360,000 compounds, 0.073% hits; also: potency is read from the fitted curve at half-maximal effect; nearly all actives have a fitted effect of over 60% in size
#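 Nucleotide exchange by EPAC1 (100 nM) on Rap1B–BODIPY-GDP (250 nM) in the presence of 50 uM GDP is tracked fluorescently at 480/540 nm over 30 min. Signals are normalized to a 6.5 mM cAMP control.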
# GLP-1R agonist: GLP-1 receptor (human) agonism. P43220. HEK293 GLP-1R CRE-luciferase, luminescence, 4-6 h; cells express a hypersensitive GLP-1R form. Potency, µM (highest dose often 45.6 µM), for inactives: top-dose activation, most hits filed as activators. 380,000 compounds, 0.007% hits. AID 624172; also: potency is read from the fitted curve at half-maximal effect; % of control where 0% means no effect
# EPAC1 antagonist: EPAC1 (human) antagonism; AID 720709; O95398; Potency, µM (doses to about 115 µM), for inactives: top-dose activity change, negative = inhibition, most hits filed as inhibitors; 360,000 compounds, 0.14% hits; EPAC1 GEF assay, Rap1b-BODIPY-GDP exchange fluorescence;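 also: potency is read from the fitted curve at half-maximal effect; plate controls were vehicle for no effect and positive control for full effect; nearly all actives have a fitted effect of over 50% in size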
# * = called active by the depositor; i = inactive; ? = inconclusive; · = not tested or not shown; [ ] = remark or other dose. Unless noted, calls follow the shape of the dose curve; as a rule, active = well fitted curve in the direction sought with a large enough effect; inconclusive = small, poorly fitted or top-dose-only effect, or another doubt; inactive = no such curve, though single readings can be large; an effect the other way counts as inactive or inconclusive. Not all compounds are listed; rates above refer to the full screens.
SMILES,IL-2 act,PLK1 PBD block,GLP-1R inv ag,PTHR1 agonist,PI5P4K alpha inh,GLP1R cytotox,EPAC1 ag,GLP-1R agonist,EPAC1 antagonist
CCOC(=O)N1CCC(NC(=O)c2ccc(CS(=O)c3cccc(C)c3)o2)CC1 (stereo not drawn),-0.6,-12.6%,11.9%,-3.8%,-15.5,-2.8%,0.2%,-2.2%,7.0%
COc1cccc(C(=O)Nc2ccc(NC(=O)c3ccco3)cn2)c1,-0.1,-8.0%,2.3%,-54.9%[inhibitor][57.5 µM],-10.3,-6.3%,2.4%,36.3%,5.9%
Cc1cccc(/C=C2\CCC(=C3SCCCS3)C2=O)c1,0.5,-8.8%,?,-14.3%[57.5 µM],7.0,-11.3%,0.4%,-18.9%,-3.9%
CCc1nnc(NC(=O)c2ccc(S(=O)(=O)N3CCCC3)cc2)s1,0.0,0.4%,0.6%,-0.3%,-6.2,0.8%,-3.5%,2.3%,15.4%
CCC(=O)NC(=S)Nc1cccc(NC(=O)c2ccco2)c1,1.0,?,0.2%[7.66 µM],-14.4%,-0.7,-3.2%[7.66 µM],14.9%,3.9%,-2.8%
CCSc1nc2ccccc2n1CC(N)=O,-3.2,-6.2%,0.0%,i,·,4.3%,-2.5%,-9.2%,-3.8%
Cc1cc(Oc2ccccc2)nc(OCC#N)n1,-3.4,-8.7%,0.0%,i,·,9.5%,10.5%,3.4%,-1.3%
NC(=O)CCN1CCN(S(=O)(=O)/C=C/c2ccccc2)CC1,2.0,-5.8%,-17.3%,?,0.1,-2.9%,11.1%,15.6%,-38.7%
NC(=O)c1ccc(NC(=O)CS(=O)(=O)c2cn(CC(=O)N3CCCC3)c3ccccc23)cc1,-2.2,-5.9%,20.7%,i,4.1,7.1%,1.1%,-5.2%,-16.4%
C=CCn1c(SCC(=O)c2ccc(Br)cc2)nnc1C(C)NC(=O)Cc1ccc(OC)cc1 (stereo not drawn),1.3,-7.1%,0.0%,-29.2%,·,1.4%,-2.4%,-5.0%,6.0%
CN1CCN(c2ccc([N+](=O)[O-])cc2C(=O)N2CCOCC2)CC1,3.7,-2.0%,9.3%,i,-1.0,?,3.3%,-7.2%,-4.7%
COC(=O)C1=C(C)N(CC(C)C)C(=O)C1,-1.1,1.3%,7.9%,i,·,4.9%,4.2%,0.0%,14.0%
O=C(CCNC(=O)C1CCN(S(=O)(=O)c2ccccc2)CC1)Nc1cccc(C(F)(F)F)c1,-3.0,-8.3%,?,-17.4%,16.5,-9.5%,2.9%,-4.1%,-7.2%
CC(C(=O)Nc1ccc(C(F)(F)F)cc1)N(C)CC(=O)N1CCN(Cc2ccccc2)CC1 (stereo not drawn),-1.8,-2.8%,?,-14.8%,9.1,2.3%,-10.8%,-0.8%,-2.5%
O=C(CC1(CC2=NS(=O)(=O)c3ccccc3N2)CCCC1)NCCc1ccccc1,-1.7,-8.4%,?,i,2.3,-2.7%,11.7%,-0.3%,-10.6%
COc1cc(C2c3cc4c(cc3C(O)C3COCC23)OCO4)cc(OC)c1OC (stereo not drawn),-0.3,-13.4%,?,-1.4%,4.3,?,8.2%,15.9%,1.3%
CC(Sc1nnc(-c2cccs2)n1Cc1ccccc1)C(=O)NCc1ccc2c(c1)OCO2 (stereo not drawn),0.0,-6.6%,?,-10.0%[57.5 µM],-5.2,-12.6%,2.0%,9.8%,14.0%
CCNC(=O)C1(C)CCCN(CCOc2ccc(OC)cc2)C1 (stereo not drawn),0.0,-4.4%,-7.3%,i,-3.3,-11.0%,-9.7%,3.1%,2.2%
O=C(CNC(=O)c1ccc(Cl)cc1)Nc1ccccc1C(F)(F)F,0.3,-3.9%,-1.5%,-2.1%,5.8,4.9%,-14.7%,0.6%,-5.6%
CCS(=O)(=O)c1nc(S(=O)(=O)c2ccc(C)cc2)c(N2CCN(CCO)CC2)s1,-2.7,-6.5%,-8.5%,i,-2.5,2.1%,6.9%,6.0%,-13.3%
COc1cc(C(=O)NCCOc2cc(C)cc(C)c2)c(Br)c(OC)c1OC,0.0,-9.7%,?,-9.8%,13.1,?,7.2%,15.2%,-18.1%
COc1cc(OC)cc(C(=O)NCC(=O)OCC(=O)/C=C2/N(C)c3ccccc3C2(C)C)c1,-3.6,6.2%,-20.5%,-28.7%,2.5,-1.6%,11.1%,10.4%,-6.5%
CC12CCC(=O)N1C(C(=O)OCc1c(Cl)cccc1Cl)CS2 (stereo not drawn),-0.9,1.7%,?,-4.8%,-2.9,0.0%,-6.5%,6.4%,0.3%
Cc1ccc2nc(NC(=O)CCCC(=O)O)sc2c1,-1.8,-14.3%,?,-5.7%,1.2,2.8%,3.1%,0.5%,-19.3%
CCc1c(C)c(C#N)c2nc3ccccc3n2c1NCCN(C)C,-0.8,-5.0%,8.6%,i,·,67.7%[activator],-2.5%,-9.3%,4.7%
O=C(c1ccco1)c1cn(CC(=O)N2CCCCC2)c2ccccc12,-1.6,-1.9%,-28.4%,i,0.4,-23.7%,4.9%,0.0%,-5.2%
CC1CC(C)CN(C(=O)c2cccc(S(=O)(=O)N3c4ccccc4CC3C)c2)C1 (stereo not drawn),-2.9,-5.3%,?,-15.1%,9.8,-15.1%,5.5%,20.9%,-16.8%
COc1cc(OC)cc(C(=O)OCC(=O)NCc2ccco2)c1,1.2,-18.3%,3.0%,16.5%,-6.1,12.4%,4.5%,-3.5%,-2.4%
O=C1CNC(=S)N1Cc1ccccc1,3.4,-6.0%,-5.9%,-15.8%,-7.8,-5.8%,3.9%,-3.4%,-4.9%
Cc1cccnc1NS(=O)(=O)c1ccccc1,0.9,-8.6%,-13.9%,i,0.2,-5.2%,7.4%,-5.3%,-17.4%
CCn1c(=N)n(CC(=O)c2cccc(OC)c2)c2ccccc21,-0.4,-7.0%,-28.2%,i,2.2,?,-1.6%,14.4%,?
CC[C@]12c3[nH]c4ccccc4c3CCN1C(=O)C(CC(=O)NCc1ccco1)C[C@@H]2C(=O)N1CCN(C(=O)C2CC2)CC1 (stereo partly drawn),0.4,-16.1%,3.0%,-18.9%,3.8,2.1%,-18.1%,0.4%,2.0%
COC(=O)C[C@H]1CC[C@H](NC(=O)Nc2ccccc2F)[C@@H](CO)O1,1.5,-11.7%,-1.9%,i,-4.7,-9.7%,4.9%,·,26.8%
O=S(=O)(Nc1ccccc1N1CCOCC1)c1cccs1,-0.1,-1.0%,13.6%,-6.5%,-4.3,3.9%,4.6%,-0.2%,-3.7%
CCC(C)c1ccc(S(=O)(=O)N2CCN(C(C)C(=O)NC3CCCC3)CC2)cc1 (stereo not drawn),-3.6,1.2%,?,-16.4%,4.5,?,6.1%,0.2%,4.2%
O=C(COc1ccc(CNC[C@H]2O[C@@H](n3ccc(=O)[nH]c3=O)[C@H](O)[C@@H]2O)cc1)Nc1nccs1,0.2,-0.9%,18.8%,6.9%,-1.5,-0.3%,0.2%,7.4%,-3.8%
CCc1ccc(N2C(=O)/C(=C/c3cccs3)N(CC(=O)OC)C2=S)cc1,-0.3,-8.3%,1.1%,i,·,5.6%,-2.4%,-14.1%,-1.3%
CC(NC(=O)C(c1ccccc1)c1ccccc1)C(=O)N1CCCCC1 (stereo not drawn),-0.3,-12.3%,-16.3%,i,2.5,25.2%,-14.3%,-5.2%,-11.5%
Cc1cc(NC(=O)CCSc2nc(-c3ccco3)cc(C(F)(F)F)n2)no1,0.4,-7.9%,6.0%,i,0.8,-27.7%,14.0%,6.3%,-7.5%
Cc1onc(-c2ccccc2Cl)c1C(=O)N1CCN(c2ncccn2)CC1,-0.4,3.0%,-3.4%,-54.0%[inhibitor],-5.2,-3.8%,-13.8%,-0.5%,11.2%
COCCOC(=O)c1[nH]c2c(c1C)C(=O)CC(c1cc(OC)c(OC)c(OC)c1)C2 (stereo not drawn),-0.6,-8.5%,?,-27.1%,-5.7,0.8%,3.1%,9.6%,-1.4%
O=C(Nc1cc(C(F)(F)F)ccc1N1CCCC1)c1ccc2c(c1)OCO2,3.4,-6.2%,?,i,8.9,0.5%,10.1%,-1.4%,1.0%
Cc1c(Cl)cccc1NC(=O)Cn1cccc1,-1.3,-8.2%,-1.9%,i,·,0.8%,13.7%,-17.6%,-4.6%
CSC1=NCCN1C(=O)COc1ccc2ccccc2c1,0.1,0.6%,1.0%,-23.3%,-0.1,1.3%,-0.2%,-3.3%,-21.6%
Cc1nn(Cc2c(F)c(F)c(F)c(F)c2F)c(C)c1NC(=O)c1c(-c2ccccc2)nn(-c2ccccc2)c1C,2.0,-5.0%,0.0%,-0.2%[57.5 µM],·,?,-14.3%,16.9%,-7.7%
Cc1cc(OCC(=O)NCc2ccncc2)c2c(C)cc(=O)oc2c1,-2.0,-7.3%,9.3%,i,19.2,-3.9%,-2.2%,8.4%,-2.5%
Cc1ccccc1NC(=O)Cn1nc(C)c2ccccc2c1=O,1.8,-5.2%,7.9%,-3.2%,-5.4,2.3%,-0.9%,-4.7%,2.3%
Cc1cc(OCC(=O)N2CCN(c3ccccc3)CC2)c2c(C)cc(=O)oc2c1,0.4,-3.5%,17.3%,i,-0.5,0.4%,7.3%,-7.8%,3.1%
CCCCCCCN1CCC(=O)N([C@H](CO)c2ccccc2)CC1,-2.7,?,-2.7%,-6.5%,8.3,0.4%,1.7%,-1.0%,-3.5%

# Molecules from the list above with a cyano group:
SMILES,IL-2 act,PLK1 PBD block,GLP-1R inv ag,PTHR1 agonist,PI5P4K alpha inh,GLP1R cytotox,EPAC1 ag,GLP-1R agonist,EPAC1 antagonist
Cc1cc(Oc2ccccc2)nc(OCC#N)n1,-3.4,-8.7%,0.0%,i,·,9.5%,10.5%,3.4%,-1.3%
CCc1c(C)c(C#N)c2nc3ccccc3n2c1NCCN(C)C,-0.8,-5.0%,8.6%,i,·,67.7%[activator],-2.5%,-9.3%,4.7%
